Compound activity as filed in PubChem BioAssay.
SNCA expr inhib: Primary qHTS assay for inhibitors of alpha-synuclein gene (SNCA) expression; HEK-293 SNCA-luciferase knock-in, luminescence, 24 h; Potency, µM (doses to about 57.2 µM), inactives show at the top dose activity change, negative = inhibition, usual class: inhibitors; 140,000 tested, 0.17% active;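 also: potency is read from the fitted curve at half-maximal effect; plate controls were DMSO cells for no effect and cell-free wells for full effect; nearly all actives have a fitted effect of over 45% in size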
HEK293 tox: Cytotoxic Profiling in HEK 293 Cell Line of Diverse Libraries Using Quantitative High-Throughput Screening | HEK 293 viability, ATP luminescence (CellTiter-Glo), 48-72 h | Potency, µM (series often up to 115 µM), for inactives: top-dose activity change, negative = cytotoxicity, most hits filed as inhibitors | 94,000 tested, 6.6% active | AID 1345083, 2018; also: potency is read from the fitted curve at half-maximal effect; nearly all actives have a fitted effect of over 60% in size
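Pintool-delivered compounds were incubated with HEK 293 cells (250 cells/well) at 37 degree Celsius for 48 or 72 hr. ATP-dependent luminescence (CellTiter-Glo) then reported remaining viable cells.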
IP6K1 inhibitor: Primary qHTS assay for small molecule inhibitors of Inositol hexaphosphate kinase 1 (IP6K1); Inositol hexakisphosphate kinase 1 (Homo sapiens), Q92551; IP6K1 kinase, ADP-Glo luminescence, 2 h; stronger effect = lower value; activity change, % (series mostly up to about 58 µM); 140,000 tested, 0.81% active; in the data active = activity change below about -25%
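ADP-Glo luminescence measures ADP made by human IP6K1 during a 2 h RT reaction with ATP/IP6 (mix at 1.3 mM/130 uM); top library doses 57.5 and 19.1 uM final.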
HEK293 viab: GF-AFC viability counterscreen for inhibitors of alpha-synuclein gene (SNCA) expression; 150,000 tested, 0.12% active; HEK-293-SNCA-luc viability, GF-AFC fluorescence, 24 h; Potency, µM (doses to about 57.1 µM), for the others: at the top dose activity change, negative = cytotoxicity, hits mostly cytotoxic; AID 1671193, 2021;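 also: potency is read from the fitted curve at half-maximal effect; 0% = DMSO-treated cells and -100% = medium-only wells without cells; nearly all actives have a fitted effect of over 30% in size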
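HEK-293-SNCA-luc cells (1500/well) plated 24 h, then exposed 24 h to a dilution series; GF-AFC added 30 min at 37C, fluorescence 405/540 nm; normalised to medium-only and DMSO wells, Hill fit.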
3T3 cytotox: Cytotoxic Profiling in NIH 3T3 Cell Line of Diverse Libraries Using Quantitative High-Throughput Screening; 94,000 tested, 4.3% active; NIH 3T3 viability, CellTiter-Glo ATP luminescence, 48-72 h; Potency, µM (titrated, usually from 96.7 µM), without a hit: at the top dose activity change, negative = cytotoxicity, hits mostly inhibitors; AID 1345082, 2018; also: potency is read from the fitted curve at half-maximal effect; nearly all actives have a fitted effect of over 55% in size
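NIH 3T3 cells at 400 cells/well received 23 nL of compound by pintool and were incubated 48 or 72 h at 37 °C. Viability was read as ATP-coupled CellTiter-Glo luminescence.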
GPT2 inh: Primary qHTS assay for inhibitors of Glutamate pyruvate transaminase 2 (GPT2); Recombinant GPT2, coupled pyruvate oxidase/HRP Amplex Red fluorescence; 100,000 tested, 0.25% active; Alanine aminotransferase 2 (Homo sapiens), Q8TD30; AID 1671188, 2021; Potency, µM (titrated, usually from 57.7 µM), without a hit: at the highest dose activity change, negative = inhibition, most hits filed as inhibitors; also: potency is read from the fitted curve at half-maximal effect; nearly all actives have a fitted effect of over 60% in size; many of its hits are not listed in these tables
Target sequence (Q8TD30 whole entry, looked up): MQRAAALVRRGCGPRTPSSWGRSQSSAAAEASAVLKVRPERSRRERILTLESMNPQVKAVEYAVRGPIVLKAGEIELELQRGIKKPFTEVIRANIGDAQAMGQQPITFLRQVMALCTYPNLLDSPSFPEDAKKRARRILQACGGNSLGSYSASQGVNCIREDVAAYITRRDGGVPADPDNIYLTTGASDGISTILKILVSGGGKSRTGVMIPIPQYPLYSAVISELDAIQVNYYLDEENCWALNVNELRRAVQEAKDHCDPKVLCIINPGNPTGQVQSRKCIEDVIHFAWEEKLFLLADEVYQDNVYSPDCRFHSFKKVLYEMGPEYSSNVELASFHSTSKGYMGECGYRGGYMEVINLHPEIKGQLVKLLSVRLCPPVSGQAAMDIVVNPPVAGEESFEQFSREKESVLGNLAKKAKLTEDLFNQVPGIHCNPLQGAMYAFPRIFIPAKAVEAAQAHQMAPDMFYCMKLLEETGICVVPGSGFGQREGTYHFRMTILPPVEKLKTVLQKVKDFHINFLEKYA
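Fluorescence of coupled pyruvate oxidase/HRP/Amplex Red system (50uM Amplex, 30 min, dark) reports pyruvate formed by GPT2. Enzyme reaction: 10ng/uL GPT2, 2mM L-alanine, 250uM a-KG, 30 min room temperature, pH 7.5; 50uM AOA control.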
Luciferase inh: Firefly luciferase inhibition profiling of diverse chemical library using quantitative high-throughput screening; Potency, µM (doses to about 115 µM), without a hit: top-dose activity change, negative = inhibition, most hits filed as inhibitors; Luciferin 4-monooxygenase (Photinus pyralis), P08659; 76,000 tested, 2.5% active; purified P. pyralis luciferase, luminescence, biochemical; AID 1347043, 2019; also: potency is read from the fitted curve at half-maximal effect; nearly all actives have a fitted effect of over 65% in size
Target sequence (P08659 whole entry, looked up): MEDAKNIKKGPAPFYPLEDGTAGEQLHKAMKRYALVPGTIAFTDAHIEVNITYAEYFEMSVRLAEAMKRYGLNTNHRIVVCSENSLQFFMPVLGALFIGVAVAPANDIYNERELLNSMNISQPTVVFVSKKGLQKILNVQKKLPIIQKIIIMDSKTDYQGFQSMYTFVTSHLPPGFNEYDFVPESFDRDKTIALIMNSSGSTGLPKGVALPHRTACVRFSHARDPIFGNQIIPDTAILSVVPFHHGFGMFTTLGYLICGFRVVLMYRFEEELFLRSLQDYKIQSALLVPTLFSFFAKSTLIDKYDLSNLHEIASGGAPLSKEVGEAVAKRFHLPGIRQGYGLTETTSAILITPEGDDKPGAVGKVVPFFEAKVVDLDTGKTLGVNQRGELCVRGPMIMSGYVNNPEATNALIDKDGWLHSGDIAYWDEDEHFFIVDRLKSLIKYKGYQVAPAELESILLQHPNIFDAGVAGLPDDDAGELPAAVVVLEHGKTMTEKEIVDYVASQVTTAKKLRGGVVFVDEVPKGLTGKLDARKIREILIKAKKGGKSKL
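Inhibitors were tested against purified firefly luciferase in a biochemical, low-substrate format (both substrates at 10uM) and luminescence measured with a CCD imager.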
* hit, by the source's call; i = inactive; u = inconclusive; x = no result given; [ ] = another dose, or the depositor's remark. Unless noted, calls follow the shape of the dose curve; as a rule, active = well fitted curve in the direction sought with a large enough effect; inconclusive = small, poorly fitted or top-dose-only effect, or another doubt; inactive = no such curve, though single readings can be large; an effect the other way counts as inactive or inconclusive. Unless noted, % is scaled to controls: 0 for no effect and ±100 for the full control effect. Some of the compounds tested, so the mix of outcomes need not match the whole.

SMILES | SNCA expr inhib | HEK293 tox | IP6K1 inhibitor | HEK293 viab | 3T3 cytotox | GPT2 inh | Luciferase inh
CC(=O)N1CCC(C2CCN(C(=O)C3CC=CC3)C2)CC1 (stereo not drawn) | u | -7% | 14 | 2%[12.5 µM] | -12% | 2% | 0%
COc1ccc(CC(=O)NC2CC(=O)N(c3ccc4c(c3)OCCO4)C2)cc1 (stereo not drawn) | -1% | x | 20 | 11% | x | x | x
COc1ccc(C(=O)N2CCCC(CO)CCNC(=O)CC2)cn1 (stereo not drawn) | -1% | 5% | -7 | 6% | -3% | 2% | 3%
Cc1ccc(C2Cn3nnc(-c4noc(-c5ccc6c(c5)OCO6)n4)c3CO2)cc1 (stereo not drawn) | -4% | -1% | 7 | -3% | i | i | -1%
COC(=O)c1cccc2nc([C@H]3CCN(Cc4ccccc4C)C3)oc12 | u | 89µM* | 0 | 0%[87.6 µM] | u | 5%[88.5 µM] | -27%[172 µM]
COC1C(=O)N(C2CCN(C(=O)CCc3c[nH]c4ccccc34)CC2)C12CCOCC2 (stereo not drawn) | 16% | i | -9 | 13% | i | 4% | 1%
COC(=O)CNC(=O)c1nc2cccnc2n(CC(C)C)c1=O | 24%[87.6 µM] | 0%[172 µM] | 30 | -4%[87.6 µM] | -25%[138 µM] | i | x
O=C(NCCCN1CCN(c2ccc(F)cc2)CC1)Nc1ccccc1Cl | u | x | -1 | 6% | x | x | x
COc1cccc(OCc2nnc(C(=O)N3CCC[C@@H]3c3cccc(F)c3)n2-c2ccccc2)c1 | -9% | u | -11 | -6% | u | -19% | 16%
C[S+](=O)([O-])N1CC2(CCCN(CC3CCCCC3)C2)Cc2ccccc21 (stereo not drawn) | -23% | u | -12 | -4% | u | -8% | x
CCc1cccc(C)c1NC(=O)C(NS(=O)(=O)c1ccc2c(c1)CCC(=O)N2)c1ccccc1 (stereo not drawn) | -13% | x | -11 | -1% | x | x | x
Cc1cc(C)c(CN2C(=O)c3ccccc3S(=O)(=O)c3ccc(C(=O)OCC4CCCO4)cc32)c(C)c1 (stereo not drawn) | -14% | x | 16 | 1% | x | x | x
Fc1ccccc1-c1nnc([C@H]2CCN(C3CCOCC3)C2)o1 | 93%[activator][87.6 µM] | i | -11 | -4%[87.6 µM] | 1%[138 µM] | i | 71µM*
O=C(C1CC1)N1CCCC2(Cc3ccccc3NC2=O)C1 (stereo not drawn) | 13%[87.6 µM] | -4%[172 µM] | 2 | -5%[87.6 µM] | 2%[138 µM] | i | -3%[172 µM]
COc1ccc(CC(=O)N2CCN(C(=O)c3cccc(-c4ccccc4OC)c3)CC2)cc1 | -5% | u | 6 | 6%[12.5 µM] | u | i | x
COCc1nc(C2CCCN(C(=O)c3cnccn3)C2)no1 (stereo not drawn) | 42%[activator] | 1% | 33 | 9%[12.5 µM] | i | 1% | 4%
Cc1c(C(=O)N2CCOCC2)oc2c1-c1nn(CC(=O)NCc3cccc(F)c3)cc1CC2 | u | x | 0 | 3% | x | x | x
Cc1ccc(-c2cc(N3CCCN(C(=O)Cc4ccccc4Cl)CC3)n[nH]2)cc1C | -20% | u | -18 | -18% | 40µM* | u | u
O=C(CCCn1c(=O)[nH]c2ccccc2c1=O)N1CCN(c2ccccc2)CC1 | -8% | x | -4 | u | x | x | x
Cc1cccc(C(C(=O)NCc2cc(-c3cccc(F)c3)no2)N(C)C)c1 (stereo not drawn) | -25% | u | 13 | 0% | u | -3% | 6%
O=C(Nc1ccccc1)NC1CCCN(c2ccc3nnc(C4CC4)n3n2)C1 (stereo not drawn) | x | 4% | -2 | x | 4% | x | x
COCCC(=O)N1CCC(n2c(C)cnc2C2CC2)CC1 | -6% | -1% | 2 | -6% | -10% | i | 2%
CC(=O)N1CCCc2cc(S(=O)(=O)N3CCC(C(=O)NCc4ccc(F)cc4)CC3)ccc21 | 16% | x | -1 | 7% | x | x | x
COc1cccc(-c2ccc(CN3CCCC(NC(=O)c4ccc(C(F)(F)F)cc4)C3)cc2)c1 (stereo not drawn) | 29% | -33% | 6 | -12% | -24% | i | x
CC1CCN(S(=O)(=O)c2ccc3c(ccn3CC(=O)NCc3ccccc3F)c2)CC1 | 3% | x | 23 | -9% | x | x | x
COc1ccc(NC(=O)CCC2CCN(C(=O)c3ccc(OC)o3)CC2)c(OC)c1 | 12% | u | -7 | -7% | u | 2% | -12%
O=C(c1ccncc1)N1CCC(Oc2nccnc2N2CCOCC2)C1 (stereo not drawn) | 18% | 1% | -2 | 1% | i | -4% | -2%
O=C(NCc1nnc2ccc(-c3ccccc3)nn12)c1cccc(Br)c1 | -22% | u | 15 | -26% | u | i | -2%
O=C1NC(=NC2CCCC2)C2(CCCN(CC3CCCCC3)C2)N1c1cc(F)cc(F)c1 (stereo not drawn) | -16% | 35µM* | -11 | u | 28µM* | u | x
Cc1cccc(C(=O)Nc2ccc3nc(SCC(=O)N4CCc5ccccc54)sc3c2)c1 | 6% | x | -5 | 3% | x | x | x
CCC(=O)NCC1c2cc(OC)c(OC)cc2CCN1C(=O)NC(C)(C)C (stereo not drawn) | u | -1% | 1 | 0% | i | -14% | -7%
c1ccc2ncc(CN3CC[C@H](c4nc5ccccc5[nH]4)C3)cc2c1 | 30%[87.6 µM] | 71µM* | -2 | -18%[87.6 µM] | u | -4%[88.5 µM] | -3%[172 µM]
Cc1ccc(CNC(=O)N(C)CC2CCOCC2)cc1 | -17% | -5% | 25 | -1% | i | i | -7%
COC1CCC12CCN(C(=O)c1cccnc1)CC2 (stereo not drawn) | -7% | -4% | -6 | 11% | -8% | i | 1%
COCCN1C(=O)c2ccccc2C(C(=O)Nc2nnc(CC(C)C)s2)C12CCCC2 (stereo not drawn) | 4% | -6% | 7 | -1% | -10% | -15% | 2%
COc1ccc(CCNc2oc(COc3ccc(Cl)cc3)nc2C#N)cc1OC | 0% | x | -5 | -13% | x | x | x
COc1ccccc1N(CC(=O)NCCSCc1ccccc1)S(C)(=O)=O | 2% | x | 11 | -3% | x | x | x
CN(C)c1ccc(CNC(=O)CCn2cccn2)cc1 | 21% | x | -14 | 0% | x | x | x
COc1cccc(-c2noc(COc3ccccc3Cl)n2)c1 | 72%[activator] | x | -9 | 1% | x | x | x
Cc1noc(-c2nc(-c3cccc(C(F)(F)F)c3)no2)n1 | 5% | 2% | -11 | 0% | i | 2% | -23%
Cc1ccc(N(CC(=O)NCC(C)c2ccccc2)S(=O)(=O)N(C)C)cc1 (stereo not drawn) | -12% | x | 21 | -13% | x | x | x
O=C(c1ccncc1)N1CC(c2nc(CCc3ccccc3)no2)C1 | 10% | -7% | 8 | -5% | -5% | -23% | -10%
COC1CCCN(C(=O)c2cc(-c3ccc(F)cc3)cc3ncn(C)c23)C1 (stereo not drawn) | 168%[activator][87.6 µM] | u | 8 | 8%[87.6 µM] | -26%[138 µM] | -14%[88.5 µM] | 25µM*
CCC(CC)C(=O)N1CCC(N2C(=O)N(Cc3cccnc3)CC23CCOC3)CC1 (stereo not drawn) | 24% | -7% | 10 | 2% | -20% | -64% | x
COc1cccc(C2Cn3nnc(-c4nc(-c5cccc(C)c5)no4)c3CO2)c1 (stereo not drawn) | 2% | -8% | -4 | -6% | -7% | i | -10%
Cc1nn2c(=O)cc(COC(=O)c3ccc(NC(=O)c4cccc(Br)c4)cc3)nc2s1 | u | x | -14 | -21% | x | x | x
O=C1OC[C@@H]2CCN(Cc3cccc(Cl)c3)Cc3ccc(F)cc3N12 | -19%[87.6 µM] | u | -1 | -15%[87.6 µM] | u | 1%[88.5 µM] | 4%[172 µM]
Cc1nc(N2CCC(NC(=O)c3cccc(F)c3)CC2)cc(C(F)(F)F)n1 | 1% | -21% | -1 | 6% | -22% | i | 10%
CCCn1c2ccccc2c2cnn(CC(=O)N(Cc3ccccc3)C(C)C)c(=O)c21 | -23% | x | 24 | -8% | x | x | x
C/C=C(/C(=C/C)c1ccc(O)cc1)c1ccc(O)cc1 | -24%[25.6 µM] | x | -5 | -1%[23.9 µM] | x | i | x

A stretch taken from the entries so far, for reference:
SMILES | SNCA expr inhib | HEK293 tox | IP6K1 inhibitor | HEK293 viab | 3T3 cytotox | GPT2 inh | Luciferase inh
COC1CCCN(C(=O)c2cc(-c3ccc(F)cc3)cc3ncn(C)c23)C1 (stereo not drawn) | 168%[activator][87.6 µM] | u | 8 | 8%[87.6 µM] | -26%[138 µM] | -14%[88.5 µM] | 25µM*
CCC(CC)C(=O)N1CCC(N2C(=O)N(Cc3cccnc3)CC23CCOC3)CC1 (stereo not drawn) | 24% | -7% | 10 | 2% | -20% | -64% | x
COc1cccc(C2Cn3nnc(-c4nc(-c5cccc(C)c5)no4)c3CO2)c1 (stereo not drawn) | 2% | -8% | -4 | -6% | -7% | i | -10%
Cc1nn2c(=O)cc(COC(=O)c3ccc(NC(=O)c4cccc(Br)c4)cc3)nc2s1 | u | x | -14 | -21% | x | x | x
O=C1OC[C@@H]2CCN(Cc3cccc(Cl)c3)Cc3ccc(F)cc3N12 | -19%[87.6 µM] | u | -1 | -15%[87.6 µM] | u | 1%[88.5 µM] | 4%[172 µM]
Cc1nc(N2CCC(NC(=O)c3cccc(F)c3)CC2)cc(C(F)(F)F)n1 | 1% | -21% | -1 | 6% | -22% | i | 10%
CCCn1c2ccccc2c2cnn(CC(=O)N(Cc3ccccc3)C(C)C)c(=O)c21 | -23% | x | 24 | -8% | x | x | x
C/C=C(/C(=C/C)c1ccc(O)cc1)c1ccc(O)cc1 | -24%[25.6 µM] | x | -5 | -1%[23.9 µM] | x | i | x

New compounds follow.
SMILES | SNCA expr inhib | HEK293 tox | IP6K1 inhibitor | HEK293 viab | 3T3 cytotox | GPT2 inh | Luciferase inh
O=C(Nc1ccc(F)c(Cl)c1)N1CCC2(CC1)Oc1ccccc1C(=O)N2Cc1ccccc1F | 3% | x | 12 | 1% | x | x | x
Cc1ccc(-c2noc([C@@H]3C[C@@H](O)CN3Cc3ncc[nH]3)n2)cc1F | 200%[activator][87.6 µM] | u | 16 | -7%[87.6 µM] | u | -12%[88.5 µM] | 25µM*
COc1cccc(NC(=O)c2c(-c3cnn(C)c3NCc3ccc(C#N)cc3)noc2C)c1 | u | -18% | 13 | -5% | u | 3% | -7%
Cc1ccccc1C(=O)N1CCN(c2ccc3nnc(-c4ccccc4)n3n2)CC1 | x | -31% | 22 | x | u | x | x
Cc1ccc(-c2nnc(SCc3cccc(C#N)c3)o2)cc1 | 14% | x | -3 | -6% | x | x | x
